NPY Y1 blocker: NPY-Y1 receptor antagonists, primary screen, cell-based | Neuropeptide Y receptor type 1 (Homo sapiens), P25929 | inhibition, % at 3.6 µM | HEK293-CNG Y1 cells, membrane potential fluorescence; NPY at EC95, then isoproterenol | hit rate 1% among 200,000;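 active = inhibition above the campaign mean inhibition of all tested compounds plus 3 SD, cut at about 20% in these data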;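 note: 0% = DMSO wells given NPY plus isoproterenol and 100% = isoproterenol alone without NPY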
Target sequence (P25929 whole entry, looked up): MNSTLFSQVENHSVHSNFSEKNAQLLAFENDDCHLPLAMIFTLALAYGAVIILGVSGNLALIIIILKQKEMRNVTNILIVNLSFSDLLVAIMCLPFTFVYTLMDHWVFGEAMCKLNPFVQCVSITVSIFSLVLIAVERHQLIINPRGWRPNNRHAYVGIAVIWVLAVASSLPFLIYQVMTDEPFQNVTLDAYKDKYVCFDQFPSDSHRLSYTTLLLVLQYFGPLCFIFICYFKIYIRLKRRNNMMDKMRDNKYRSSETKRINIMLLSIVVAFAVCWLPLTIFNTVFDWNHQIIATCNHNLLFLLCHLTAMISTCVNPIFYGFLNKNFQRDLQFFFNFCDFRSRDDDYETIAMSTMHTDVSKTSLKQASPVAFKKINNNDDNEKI
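Test system – HEK293 Y1/CNG channel cell line · Also added – NPY agonist 25 nM, then isoproterenol 1 µM plus Ro 20-1724 25 µM · Compound dosing – one concentration, 3.6 µM, in 0.4% DMSO · Schedule – compound incubation 1 h at room temperature, readout 45 min post-stimulation · Technique – fluorescence, membrane potential probe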
CHOP inhibitor: inhibitors of CHOP promoter induction, primary screen, cell-based, unfolded protein response, luciferase reporter. inhibition, % at 10 µM. CHO-K1 CHOP-promoter luciferase, tunicamycin-induced, 15-18 h. hit rate 3.8% among 220,000;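 active = compounds that reduced the stress-induced luciferase reporter signal by more than about 70% of percent inhibition, limit read from the data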;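 note: 0% = tunicamycin plus vehicle and 100% = wells without tunicamycin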
S1P4 antagonist: S1P4 receptor antagonists, primary screen, cell-based; AID 1510, 2009; inhibition, % at 4.98 µM; S1P4-expressing cells, antagonist mode, reporter read-out; hit rate 0.26% among 220,000; Sphingosine 1-phosphate receptor 4 (Homo sapiens), O95977; in the data active = inhibition above about 29%;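 note: 0% = wells stimulated with agonist and 100% = vehicle wells without agonist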
Target sequence (O95977 whole entry, looked up): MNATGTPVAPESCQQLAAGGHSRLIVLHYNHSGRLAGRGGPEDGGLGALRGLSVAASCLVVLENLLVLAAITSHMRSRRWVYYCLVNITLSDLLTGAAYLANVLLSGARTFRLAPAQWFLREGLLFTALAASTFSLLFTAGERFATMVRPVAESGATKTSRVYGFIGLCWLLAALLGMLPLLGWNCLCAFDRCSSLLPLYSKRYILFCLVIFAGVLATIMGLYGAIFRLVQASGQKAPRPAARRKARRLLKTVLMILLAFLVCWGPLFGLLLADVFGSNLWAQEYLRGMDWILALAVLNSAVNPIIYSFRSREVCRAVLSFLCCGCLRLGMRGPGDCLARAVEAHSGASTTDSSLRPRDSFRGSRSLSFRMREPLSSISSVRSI
NPY-Y2 PAM-ag: NPY-Y2 potentiators or agonists, primary screen, cell-based. cells expressing NPY-Y2, potentiator/agonist read-out. Neuropeptide Y receptor type 2 (Homo sapiens), P49146. activation, % at 3.6 µM. hit rate 0.45% among 220,000. AID 1359, 2008; in the data active = activation above about 27%;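 note: cells stimulated with NPY near EC25 plus isoproterenol at EC100; 0% = vehicle plus submaximal agonist and 100% = vehicle plus saturating agonist; some results beyond the cut were filed as inactive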
S1P4 ag: S1P4 receptor agonists, primary screen, cell-based | hit rate 0.35% among 220,000 | activation, % at 4.98 µM | S1P4-expressing cell line, agonist reporter assay | Sphingosine 1-phosphate receptor 4 (Homo sapiens), O95977; in the data active = activation above about 11%;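 note: 0% = DMSO vehicle and 100% = reference agonist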
NPY-Y1 PAM-ag: NPY-Y1 receptor potentiators or agonists, primary screen, cell-based; Neuropeptide Y receptor type 1 (Homo sapiens), P25929; NPY-Y1 expressing cells, potentiator/agonist activation; activation, % at 3.6 µM; hit rate 0.37% among 220,000; in the data active = activation above about 33%, passing the limit was not always enough;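 note: cells stimulated with NPY at EC10 then isoproterenol at EC100; 0% = low agonist plus stimulus and 100% = saturating agonist plus stimulus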
Ba/F3 V617F tox: reduced viability of JAK2V617F-dependent Ba/F3 cells, primary screen, JAK2V617F inhibitor project, cell-based, Ba/F3 EpoR-JAK2V617F, luminescence | ATP luminescence | inhibition, % at 5.6 µM | hit rate 1.1% among 220,000;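 active = inhibition above the campaign mean plus 3 SD over all tested compounds, cut at about 24% in these data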;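 note: cytokine-independent growth of Ba/F3 cells driven by EpoR plus mutant JAK2; 0% = DMSO-treated cells and 100% = JAK inhibitor I control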
p47phox inh: p47phox/p22phox peptide binding inhibitors, primary screen, biochemical, uHTS, NADPH oxidase regulatory subunit; Neutrophil cytosol factor 1 (Homo sapiens), P14598; fluorescence polarization, 2 h; inhibition, % at 24.7 µM; hit rate 0.53% among 220,000; AID 1274, 2008;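 active = inhibition above about 30%, limit read from the data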;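 note: 0% = p47phox with labelled peptide and 100% = labelled peptide alone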
BaF3 parental: parental Ba/F3 cell viability inhibition, counter-screen for JAK2V617F inhibitor project, murine pro-B, CellTiter-Glo luminescence; CellTiter-Glo ATP luminescence; inhibition, % at 5.6 µM; hit rate 1.1% among 220,000; AID 1486, 2009;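 active = inhibition above a per-campaign cutoff, the mean inhibition of all tested compounds plus 3 SD, cut at about 27% in these data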;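 note: 0% = DMSO wells and 100% = JAK Inhibitor I control wells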
Numbers without * were called inactive; nt = not tested or not shown.

canonical_smiles	NPY Y1 blocker	CHOP inhibitor	S1P4 antagonist	NPY-Y2 PAM-ag	S1P4 ag	NPY-Y1 PAM-ag	Ba/F3 V617F tox	p47phox inh	BaF3 parental
COc1cc(/C=C/C(=O)c2cccc([N+](=O)[O-])c2)cc(OC)c1OC	1	-1	2	-8	1.2	9	0	1	4
CC(C)OC(=O)Cn1c(=O)sc2ccccc21	0	8	-6	5	-0.5	20	-3	-7	3
O=C(CSc1nnnn1C1CCCCC1)NCCc1ccccc1	6	13	-4	-32	0.1	-17	1	-7	4
Cc1ccc(-c2ccc(/C=N/n3cnnc3)o2)cc1	nt	8	4	-15	0.2	-14	4	7	1
CC(C)c1nc(SCC(=O)NC(=O)NC(C)(C)C)n[nH]1	nt	19	-11	8	0.2	8	0	-14	-8
O=C(NCCCN1CCC(Cc2ccccc2)CC1)c1ccc2nc(N3CCOCC3)sc2c1	nt	17	-16	-29	-0.9	-35	11	1	4
Cc1cc(C(=O)Nc2sc3c(c2C#N)CCC(C(C)(C)C)C3)no1 (centres undefined)	5	25	8	-6	0.3	14	-2	-11	4
CCOC(=O)c1cccc(NC(=O)c2cnc3ccccc3n2)c1	-4	31	-12	5	-1.5	4	-1	-13	2
Cc1cc(NC(=O)Cc2csc(-c3ccccc3)n2)ccc1Br	0	39	8	-10	-0.3	-1	-3	-17	-1
Cc1csc(NC(=O)C2CCCCN2S(=O)(=O)c2ccccc2)n1 (centres undefined)	-2	20	-11	10	1.0	7	-3	2	1
c1ccc(C(c2nnnn2Cc2cccs2)N2CCN(C3CCCC3)CC2)cc1 (centres undefined)	10	-15	-21	-14	0.5	-18	2	-3	7
CC1CCc2c(c3ccccc3[nH]c2=O)O1 (centres undefined)	3	17	7	-10	-2.5	-25	2	-3	5

canonical_smiles	NPY Y1 blocker	CHOP inhibitor	S1P4 antagonist	NPY-Y2 PAM-ag	S1P4 ag	NPY-Y1 PAM-ag	Ba/F3 V617F tox	p47phox inh	BaF3 parental
COC(=O)Cc1c(C)nc2nc(NCc3ccc(Cl)cc3)[nH]n2c1=O	2	-12	7	-8	3.2	0	-1	-2	-4
N#C/C(=C(O)\C=C\c1ccccc1)c1nc2ccccc2[nH]1	nt	37	10	-4	-0.8	-12	0	9	-1
COc1ccc(Cl)cc1N1C(=O)C2CCCN2C1c1cccc(F)c1 (centres undefined)	4	49	-10	2	-0.2	5	-4	15	0
COc1cccc(OC)c1C(=O)N1CCN(Cc2ccc3c(c2)OCO3)CC1	1	20	-16	-2	2.0	7	0	-3	1
Cc1ccc(C(=O)N/C(=C\c2ccc(-c3ccc([N+](=O)[O-])cc3)o2)C(=O)NC2CCS(=O)(=O)C2)cc1 (centres undefined)	-3	-4	-2	0	4.8	-11	4	-43	3
CCOC(=O)N/N=C/c1cc(OC)c(O)c(OC)c1	-2	-25	-1	6	5.2	0	2	-3	6
O=C(NNC(=S)Nc1ccc(F)cc1)c1ccccc1OC(F)F	2	11	-19	-8	-1.9	4	-1	-17	5
CCCCN(CC)CCNC(=O)CCNC(=O)Cn1ccc2ccccc2c1=O	-2	5	0	9	-0.3	0	-3	3	-3
CCOC(=O)c1c(C)[nH]c(C(=O)CSc2ccc(Cl)cc2)c1C	9	70*	-1	-5	1.6	-36	-1	-13	1
COc1ccccc1NCCC(=O)OCC(=O)Nc1ccc(Cl)cn1	2	24	-10	4	-0.2	19	-2	-8	5
Cc1cc2nc(C3CCCN(C(=S)Nc4ccccc4C)C3)[nH]c2cc1C (centres undefined)	8	3	1	-12	-4.1	-31	-3	-10	0
CN1CCc2ccccc2CC1=O	-3	10	-4	-13	-1.2	-34	6	7	7

canonical_smiles	NPY Y1 blocker	CHOP inhibitor	S1P4 antagonist	NPY-Y2 PAM-ag	S1P4 ag	NPY-Y1 PAM-ag	Ba/F3 V617F tox	p47phox inh	BaF3 parental
O=C(Cn1cc(C(F)(F)F)ccc1=O)NCCc1ccc(Cl)cc1Cl	-2	22	-23	-7	-0.8	-11	5	1	3
Cc1oc(-c2ccccc2Cl)nc1CSCC(=O)NC1CCCC1	13	67	3	-13	-0.5	-40	-4	-12	2
O=C(CSc1nc2[nH]ncc2c(=O)[nH]1)NCc1ccc(F)cc1	-4	22	-23	1	-0.3	-1	-5	-9	2
C/C(=N/NC(=O)c1ccccc1O)c1ccc(N2C(=O)C3CCCCC3C2=O)cc1 (centres undefined)	-3	19	1	2	0.7	8	1	-12	2
COc1cccc(NC2=NC3(CCCCC3)N=C(N)N2)c1	-5	-16	-7	-11	0.6	-11	-1	-30	2
O=c1cc(N2CCN(Cc3ccccc3)CC2)[nH]c(=O)n1-c1cccc(C(F)(F)F)c1	-1	-12	-9	5	-1.9	-14	-2	-29	3
CC1CCCN(C(=O)c2cc3c(-c4ccc(Cl)cc4)nn(C)c3s2)C1 (centres undefined)	7	-8	-13	3	-1.0	8	-2	3	3
COc1cccc(-c2csc(N3CCN(CC(=O)Nc4ccc5c(c4)OCO5)CC3)n2)c1	3	50	2	-14	2.1	-41	1	-38	9
O=C(OCc1csc(Nc2ccccc2)n1)c1ccc(Cl)cc1	12	74*	-10	-17	0.2	-11	-2	-36	6
O=C(c1ccc(F)cc1)N1CCC(n2nnc3ccccc32)CC1	-2	12	9	-13	-1.5	4	2	1	3
CCOc1ccc(N(CC(=O)Nc2c(C)n(C)n(-c3ccccc3)c2=O)S(=O)(=O)c2ccccc2)cc1	-2	13	-11	2	-0.9	7	-5	-5	1
Nc1c(C(=O)c2ccccc2)sc2snc(SCC(=O)c3ccccc3)c12	0	-48	-3	-2	7.1	-8	-4	-10	95*

canonical_smiles	NPY Y1 blocker	CHOP inhibitor	S1P4 antagonist	NPY-Y2 PAM-ag	S1P4 ag	NPY-Y1 PAM-ag	Ba/F3 V617F tox	p47phox inh	BaF3 parental
COC(=O)C1=C(N)Oc2cc(C)n(C)c(=O)c2C1c1ccc(Cl)cc1 (centres undefined)	4	9	-8	7	-2.1	14	-1	-5	2
CC1CN(Cc2ccccc2)c2nc3c(c(=O)[nH]c(=O)n3C)n2C1 (centres undefined)	nt	3	-12	-3	1.3	-8	-1	-20	2
O=C(Nc1sc2c(c1C(=O)NCC1CCCO1)CCCC2)c1cccs1 (centres undefined)	1	40	-4	17	0.8	21	1	-9	3
COn1c(SCC(=O)N(C)C)nc2ccccc2c1=O	-3	-9	-9	1	-0.1	-15	2	-5	4
O=C(Nc1nnc(Cc2ccc([N+](=O)[O-])cc2)s1)c1ccc2c(c1)OCO2	nt	-31	-1	8	1.4	25	-4	-10	-10
Cc1cnc(Sc2ncccc2[N+](=O)[O-])nc1	-1	13	-18	3	0.6	12	2	-5	4
Cn1cccc1C(=O)c1ccc(Cl)cc1Cl	11	-27	5	7	0.2	14	1	-7	3
CC(C)(C)N(C(=O)Cn1nnc(-c2ccc(F)cc2)n1)C(C(=O)NC1CCCC1)c1ccncc1 (centres undefined)	-2	10	2	-8	1.2	-8	1	2	0
COc1ccc(/C=C\c2onc(C)c2S(=O)(=O)N2CCC(C(=O)NCCC(C)C)CC2)cc1	-1	4	-8	-6	1.7	-9	-2	2	8
C/C(CC(=O)N(C(C)C)C(C)C)=N\NC(=O)c1ccccc1Br	-4	12	-13	6	1.2	-15	-1	2	5
O=C(NCC1CCCO1)Nc1cc(Cl)cc(Cl)c1 (centres undefined)	-4	-2	-6	-9	9.3	1	5	-4	1
O=C(c1ccncc1)N1CCN(C2CCCCC2)CC1	3	-13	-13	3	0.1	-9	3	-2	3

canonical_smiles	NPY Y1 blocker	CHOP inhibitor	S1P4 antagonist	NPY-Y2 PAM-ag	S1P4 ag	NPY-Y1 PAM-ag	Ba/F3 V617F tox	p47phox inh	BaF3 parental
COc1cc2c(cc1OC)CN(Cc1cccs1)CC2	3	21	-10	13	-4.4	-1	2	-2	15
CCOC(=O)c1c(C2CCN(C(=O)OCC)CC2)nc2ccccn12	-1	34	-13	-5	1.3	-6	2	-13	4
CCCn1c(SCC(=O)Nc2cccc(S(=O)(=O)N3CCCC3)c2)n[nH]c1=O	2	-6	-2	10	3.1	-6	1	-1	6
O=C(COc1ccc(Cl)cc1)Nc1ccc(C(=O)NCc2cccnc2)cc1	-1	-4	-11	13	-1.7	24	9	-10	4
NC(=O)SCC(=O)Nc1cccc(Cl)c1	0	51	19	6	3.3	12	1	-10	2
COc1cccc(-c2nc(N3CCN(Cc4ccccc4)CC3)c3ccccc3n2)c1O	nt	-57	2	-4	-0.1	16	2	-10	-1
O=c1[nH]c2ccccc2n2c(=S)[nH]nc12	nt	9	-1	2	-3.2	-4	-4	0	-1
C=CCNCc1cccn1-c1ccccc1	0	22	21	-21	0.1	4	5	8	7
C/C(=N\NC(=O)Cc1c(C)[nH][nH]c1=O)c1ccc2ccccc2c1	1	7	0	1	1.6	4	3	-24	6
COc1cc(C#N)c(N=C(SCC#N)N2CCOCC2)cc1OC	2	-10	6	9	2.0	-6	5	-9	8
Cn1c(S(=O)(=O)Cc2ccc(Cl)cc2)nc2ccccc21	1	-4	-7	-7	0.8	-2	0	-1	8
CCOC(=O)N1CCN(C(=O)c2cn(C)c3ccc(S(=O)(=O)N4CCCC4)cc3c2=O)CC1	-2	-19	-9	13	1.1	21	-3	-7	2

canonical_smiles	NPY Y1 blocker	CHOP inhibitor	S1P4 antagonist	NPY-Y2 PAM-ag	S1P4 ag	NPY-Y1 PAM-ag	Ba/F3 V617F tox	p47phox inh	BaF3 parental
CCc1c(C)[nH]c2c(C)cccc2c1=O	4	21	-11	-8	1.2	-19	-4	-7	2
Cc1nn(C)c(C(=O)N2CCc3ccccc32)c1Br	5	10	-9	5	0.3	27	0	0	5
COc1ccc(NCc2nnc(SCC(=O)Nc3ccccc3OC)o2)cc1	10	4	6	-2	-3.4	-5	-2	-4	3
CC(=O)Nc1ccc2[nH]c(C)cc(=O)c2c1	3	13	-18	0	2.3	7	-2	-7	3
COc1cccc(C(C#N)N2CCCCC2)c1O (centres undefined)	13	6	-4	3	0.7	8	1	5	6
CCCCOC(=O)CCc1c(C)[nH]c(=S)[nH]c1=O	-3	-2	-38	-2	0.2	-4	1	2	2
COc1ccc(C(=O)NNC(=O)c2ccccc2[N+](=O)[O-])cc1	-5	-2	-3	9	-0.2	-14	1	-8	4
Cc1ccc(C(c2nnnn2CC2CCCO2)N2CCN(C)CC2)cc1 (centres undefined)	1	14	-24	-2	-0.9	-9	0	-1	3
Cc1nn(-c2ccccc2)nc1CNC(=O)C1CCC1	nt	0	-16	6	0.2	1	-2	-35	0
Cc1c(NC(=O)C(C)N2C(=O)C3C4C=CC(C4)C3C2=O)c(=O)n(-c2ccccc2)n1C (centres undefined)	3	14	-17	11	1.3	-7	-1	-1	2
COc1ccc(OCC(=O)NNC(=O)c2cc3ccccc3o2)cc1	7	-6	-25	5	0.0	-13	1	-3	5
Cc1cccc(OCCn2c(CCCO)nc3ccccc32)c1	1	14	-1	4	1.9	-5	1	-3	0
CC1(C)CC(=O)C=C(NCCc2ccc(S(N)(=O)=O)cc2)C1	5	12	-13	11	-0.1	9	-4	-1	7
COc1cc(C(=O)NCC(=O)N/N=C(/C)c2ccc3c(c2)CCCC3)cc(OC)c1OC	5	33	-1	3	-0.6	-8	0	16	5

Bioassay records: PubChem, several laboratories
